Assay outcomes from PubChem BioAssay.
TNAP activators: human TNAP enzyme activators, primary screen, biochemical, luminescent, no phosphate acceptor, uHTS (AID 1001); activation fold at 20 µM, or EC50 in µM where a hit was titrated; purified TNAP, luminescent activation assay, no phosphate acceptor; higher activation fold means a stronger effect; Alkaline phosphatase, tissue-nonspecific isozyme (Homo sapiens); actives 0.03% (n = 200,000); in the data active = activation fold from about 3, or a potency from the dose series; inactive = the rest, 99 in 100 with activation fold below about 1.6; also: many of its hits are not listed in these tables
Lipid droplet: inhibitors of hepatocyte lipid droplet formation, primary screen, imaging, high-throughput imaging, BODIPY stain; actives 0.4% (n = 240,000); AML12 mouse hepatocytes, oleate lipid droplets; inhibition, % at 6.5 µM;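 active = lipid droplet intensity inhibited by at least 50%, with more than 500 cells counted; inconclusive = wells with under 300 cells, treated as cytotoxic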
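Assay system: AML12 hepatocytes (mouse) / Also added: 100 µM oleic acid challenge / Times: overnight treatment with compound plus oleate / Detection: high-content imaging of BODIPY-stained droplets and DAPI nuclei / Evaluation: % inhibition of lipid droplet signal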
M1AAP inhibition: P. falciparum M1AAP inhibitors, biochemical, fluorogenic H-Leu-NHMec substrate, 1536-well (AID 1445) | actives 0.42% (n = 220,000) | Aminopeptidase N (Plasmodium falciparum (isolate 3D7)) | one-dose inhibition, % at 30 µM; IC50 in µM for titrated hits | recombinant M1AAP, H-Leu-NHMec fluorogenic kinetic assay; higher % means a stronger effect;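 active = primary inhibition above the hit cutoff, then over 50% inhibition at one or more dose response concentrations, cut at about 23% in these data, passing the limit was not always enough; inconclusive = conflicting primary data, or primary hits not chosen for dose response; inactive = low primary inhibition, or under 50% at every dose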;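 also: plate controls were DMSO full reaction for no effect and no enzyme background for full effect; strong numbers were not always called active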
Myeloid diff MLP: induction of myeloid progenitor differentiation, primary screen, cell-based, flow cytometry, MLPCN library; ER-HoxA9 myeloid progenitors, lysozyme-GFP differentiation; AID 624256, 2012; actives 1% (n = 360,000); calls only at 10 µM;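 active = normalized GFP-positive differentiation at or above the plate's own cutoff, the solvent-only control mean plus 3 SD; inconclusive = no clear call, values can overlap the other calls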;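 also: cells exposed to compound for four days before flow analysis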
human PMI inhibitors: human PMI inhibitors, high substrate, primary screen, biochemical, fluorescence intensity, high mannose 6-phosphate (AID 1220); recombinant PMI enzyme, coupled fluorescence intensity; higher % means a stronger effect; one-dose inhibition, % at 20 µM; IC50 in µM for titrated hits; actives 0.66% (n = 190,000); Mannose-6-phosphate isomerase (Homo sapiens)
PMI inhibitors: inhibitors of human PMI, primary screen, biochemical, fluorescence intensity, coupled assay (AID 1209); purified PMI enzyme, coupled fluorescence intensity; higher % means a stronger effect; one-dose inhibition, % at 20 µM; IC50 in µM for titrated hits; actives 0.42% (n = 190,000);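 also: plate controls were DMSO vehicle for no effect and wells lacking substrate for full effect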
UTI89 phage lysis: inhibition of K1F phage lysis, E. coli UTI89, bacterial capsule biogenesis inhibitors, alamar blue (AID 488966) | actives 0.02% (n = 340,000) | inhibition, % at 100 µM, or IC50 in µM where a hit was titrated | E. coli UTI89 K1F phage lysis, alamar blue, 2 h; higher % means a stronger effect;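 active = phage lysis inhibition, versus mean bacterial control, above a set limit; inconclusive = no clear call, values can overlap the other calls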;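 also: capsule biogenesis inhibitors block K1F phage lysis so surviving cells raise fluorescence; higher fluorescence means more inhibition of phage lysis; actives were called in the ten point dose series up to 300 µM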
ER stress rescue: rescue of cells from ER stress-induced death, primary screen, 384-well, CSM14.1, thapsigargin, ATP luminescence (AID 1222); CSM14.1 thapsigargin-induced death rescue, ATP luminescence; higher % means a stronger effect; 190,000 tested, under 10 active; cellular ATP content (survival), % at 20 µM; hits with a dose series show EC50 in µM;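 active = EC50 below 50 µM in the dose-response confirmation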;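 also: death triggered by thapsigargin at about 15 µM added after 2 h compound pretreatment; cell ATP read after overnight thapsigargin exposure of roughly 18 to 22 hours; normalized against plate controls of thapsigargin alone and 5% DMSO vehicle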
WT yeast gro inh: growth inhibition of WT strain, primary screen, mitochondrial fusion inhibitor project, WT and mutant strains, chemical genetic. AID 1362, 2008. inhibition, % at 10 µM. mitochondrial fusion phenotypic screen. actives 2.1% (n = 190,000); in the data active = inhibition above about 58%; tested in S. cerevisiae
WT yeast gro inh mutant strain: recorded beside WT yeast gro inh, whose call it bears; inhibition, %; mitochondrial fusion phenotypic screen, mutant strain inhibition
Lipid droplet cells 6.5 µM: also measured in Lipid droplet; calls as there; cell count; measured here: cell count, cytotoxicity flag;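 cells counted across two imaged fields per well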
Myeloid diff MLP GFP+ MAC1+ %: second read-out of Myeloid diff MLP, no call of its own (marks repeat the call); GFP+ MAC1+ double positive, %; measured here: differentiation confirmed by MAC1 staining
* marks the source's active call; other numbers are inactive results; i = inactive; u = inconclusive; x = no result given; & = joins results of further samples; [ ] = another dose, or the depositor's remark. Rule as the data show it, unless noted: active = inhibition above about 50%; inactive = the rest.

SMILES | TNAP activators | Lipid droplet | Lipid droplet cells 6.5 µM | M1AAP inhibition | Myeloid diff MLP | Myeloid diff MLP GFP+ MAC1+ % | human PMI inhibitors | PMI inhibitors | UTI89 phage lysis | ER stress rescue | WT yeast gro inh | WT yeast gro inh mutant strain
Cc1ccc(NC(=O)c2cc3c(s2)CCCC3)cc1 | 1.1 | -14 | 638 | -1% | i | 0.0 | 20% | 16% | 1.0%[50 µM] | -0.4% | 11 | 9
O=C(Nc1ccc(Cl)cc1)Nc1cccnc1 | 1.1 | 2 | 808 | -1% | i | 0.4 | -3% | -1% | 4.2% | -2.6% | -3 | 11
CCN(CC)C(=O)C1CCN(Cc2cccc(OCc3ccccc3)c2)CC1 | 1.1 | x | x | -3% | i | 0.6 | -6% | -1% | 6.0% | -2.5% | 39 | -49
COc1ccccc1C/C(N)=N/OC(=O)COc1cc(C)cc(C)c1C | 1.1 | 6 | 687 | -3% | i | 0.2 | 13% | 12% | -0.1% | -1.1% | 27 | 21
NC(=O)C1(N2CCCCC2)CCN(C2CC(=O)N(Cc3cccs3)C2=O)CC1 (stereo unspecified) | 1.1 | -8 | 731 | -3% | i | 1.0 | -3% | 5% | 0.8% | -1.5% | -7 | -6
CCCN1C(=O)c2[nH]nc(-c3cc(Cl)c(C)cc3O)c2C1c1ccc(O)c(OC)c1 (stereo unspecified) | x | -7 | 694 | -1% | i | 1.0 | x | x | 0.4% | x | x | x
OCCNC(=S)Nc1cc(Cl)cc(Cl)c1 | x | 13 | 702 | 1% | i | 0.5 | x | x | 0.3% | x | x | x
CN1CCC2(CC1)C1CN(C)CC=C1C(C#N)=C(N)C2(C#N)C#N (stereo unspecified) | 1.1&1 | -23 | 646 | 4%&4% | i | 1.6&0.3 | 42%&30% | 20%&1% | 1.6%&-0.1% | -0.4%&-2.3% | 5&0 | 12&7
O=C(NC1CCN(Cc2ccccc2)CC1)c1c(F)cccc1F | 1.1 | 0 | 609 | 3% | i | 0.3 | -5% | -5% | 2.3% | -1.4% | -8 | -11
C/C(O)=C(\C#N)c1nc2ccccc2[nH]1 | 1 | -3 | 807 | -1% | i | 0.7 | 12% | 17% | -0.8% | -0.8% | 5 | 3
COc1ccc(N(C)S(=O)(=O)c2cccc(C(=O)NCc3ccc4c(c3)OCO4)c2)cc1 | 1.1 | -2 | 705 | 3% | i | 0.7 | -4% | 5% | -0.6% | 3.7% | 3 | -1
COC(=O)C1=C(C)N(Cc2ccco2)C(=O)N[C@H]1c1cccc(C(F)(F)F)c1 | 1 | -14 | 788 | 8% | x | x | -2% | -1% | x | -4.2% | -1 | -12
N#CCc1c(C#N)c(N)nc(N2CCN(S(=O)(=O)c3ccccc3)CC2)c1C#N | 1.1 | -36 | 678 | 0% | i | 1.2 | 28% | 8% | 0.7% | -2.3% | 3 | 0
CCOC(=O)CNC(=O)c1sc2nc(C)cc(C)c2c1N | 1.2 | x | x | 10% | i | 0.8 | -17% | -17% | -0.7% | 0.3% | 0 | -1
Fc1ccc(CNCc2ccc(Br)cc2)cc1 | 1.1 | 24 | 739 | 4% | i | 0.4 | -6% | -14% | 4.4% | -1.3% | -19 | 20
CC/C(C)=N/NC(=S)NCc1ccco1 | 1.1 | -135 | 728 | 4% | i | 0.2 | -12% | -17% | 3.2% | -0.7% | 12 | 11
Cc1nn(-c2ccccc2)nc1CNC(=O)C1CCC1 | x | 6 | 754 | 1% | i | 0.3 | x | x | -1.0% | x | x | x
O=C(CSc1c2c(nc3ccccc13)CCC2)N1CCCC1 | 1.1 | -14 | 762 | 16% | i | 0.3 | 1% | -5% | 0.0% | 0.8% | -4 | 3
CC(NC(=O)c1ccco1)c1ccc2c(c1)OCCO2 (stereo unspecified) | 1 | -14 | 745 | 6% | i | 0.9 | -18% | -13% | 0.0% | -2.2% | -5 | -7
O=C(Nc1nc2c(Br)cc(Br)cc2c(=O)s1)c1ccco1 | x | 0 | 679 | 4% | i | 0.4 | x | x | 6.0% | x | x | x
CC(C)(C)/C(O)=C/c1nc2cc(Cl)ccc2oc1=O | x | -9 | 694 | 7% | i | 2.3 | x | x | 0.0% | x | x | x
O=C(NCCCNC(=O)C(F)(F)C(F)F)C(F)(F)C(F)F | 1.1 | x | x | -2% | i | 0.8 | 4% | -5% | 4.6% | -1.2% | -2 | 5
CCOC(=O)C1=C(CC)OC(N)=C(C#N)C1c1ccc(F)cc1F (stereo unspecified) | 1.1 | 70* | 769* | -5% | i | 0.1 | 19% | 18% | -0.1% | 3.9% | 11 | 9
O=c1[nH]cnc2scc(-c3ccc(F)cc3)c12 | 1 | 9 | 761 | 8% | i | 1.5 | -1% | 3% | -0.2% | 1.4% | -4 | 21
Cc1cccc(C(=O)N/N=C/C(C)Cc2ccc3c(c2)OCO3)c1 (stereo unspecified) | 1.2 | -2 | 671 | 6% | i | 0.9 | -4% | 6% | 0.8% | -2.7% | -7 | 0

Reformatted tab-delimited: entries from further up.
compound	TNAP activators	Lipid droplet	Lipid droplet cells 6.5 µM	M1AAP inhibition	Myeloid diff MLP	Myeloid diff MLP GFP+ MAC1+ %	human PMI inhibitors	PMI inhibitors	UTI89 phage lysis	ER stress rescue	WT yeast gro inh	WT yeast gro inh mutant strain
Cc1ccc(NC(=O)c2cc3c(s2)CCCC3)cc1	1.1	-14	638	-1%	i	0.0	20%	16%	1.0%[50 µM]	-0.4%	11	9
O=C(Nc1ccc(Cl)cc1)Nc1cccnc1	1.1	2	808	-1%	i	0.4	-3%	-1%	4.2%	-2.6%	-3	11
CCN(CC)C(=O)C1CCN(Cc2cccc(OCc3ccccc3)c2)CC1	1.1	x	x	-3%	i	0.6	-6%	-1%	6.0%	-2.5%	39	-49
COc1ccccc1C/C(N)=N/OC(=O)COc1cc(C)cc(C)c1C	1.1	6	687	-3%	i	0.2	13%	12%	-0.1%	-1.1%	27	21
NC(=O)C1(N2CCCCC2)CCN(C2CC(=O)N(Cc3cccs3)C2=O)CC1 (stereo unspecified)	1.1	-8	731	-3%	i	1.0	-3%	5%	0.8%	-1.5%	-7	-6
CCCN1C(=O)c2[nH]nc(-c3cc(Cl)c(C)cc3O)c2C1c1ccc(O)c(OC)c1 (stereo unspecified)	x	-7	694	-1%	i	1.0	x	x	0.4%	x	x	x
OCCNC(=S)Nc1cc(Cl)cc(Cl)c1	x	13	702	1%	i	0.5	x	x	0.3%	x	x	x

Carrying on.
SMILES | TNAP activators | Lipid droplet | Lipid droplet cells 6.5 µM | M1AAP inhibition | Myeloid diff MLP | Myeloid diff MLP GFP+ MAC1+ % | human PMI inhibitors | PMI inhibitors | UTI89 phage lysis | ER stress rescue | WT yeast gro inh | WT yeast gro inh mutant strain
Cc1nnsc1C(=O)Nc1ccccc1Cl | 1 | x | x | -13% | i | 0.9 | 13% | -1% | -0.2% | -1.4% | -1 | -1
c1ccc(-c2csc(-n3cnnn3)n2)cc1 | 1.1 | x | x | 5% | i | 1.4 | -9% | 0% | -0.5% | -3.4% | -6 | -9
CC(C)Cn1c(N)c(C(=O)CCl)c(=O)n(C)c1=O | 1.1 | -9 | 704 | 7% | i | 2.1 | -12% | -14% | -1.0% | 15% | -10 | 1
CSc1nnc(C)c(=O)n1COC(=O)COc1ccc(F)cc1 | 1.1 | 6 | 741 | 4% | i | 0.4 | -6% | -9% | 3.9% | 0.7% | 8 | -2
Cc1ccc(N(C(=O)c2ccc(CN3CCOCC3)o2)C(C(=O)NCCC(C)C)c2cccs2)c(C)c1 (stereo unspecified) | 1.1 | -4 | 473 | 30% | i | 0.2 | -3% | 5% | 0.4% | -1.6% | -22 | 15
CCOC(=O)CSc1nc(C)c2cccc(C)c2n1 | x | 2 | 736 | 1% | i | 0.7 | x | x | 0.4% | x | x | x
O=C(O)COc1ccc2oc3ccccc3c2c1 | 1.1 | -13 | 735 | 3% | i | 0.1 | -5% | -3% | -0.1% | -1.0% | 10 | 2
O=C(NCc1ccc2c(c1)OCO2)c1c(O)c2cccc3c2n(c1=O)CCC3 | 1 | x | x | 15% | i | 0.5 | -18% | -16% | 0.3% | 1.6% | 7 | 14
CCCCCCCCCCOC(=O)NC1CCS(=O)(=O)C1 (stereo unspecified) | 1 | 17 | 698 | 2% | i | 0.7 | 8% | 6% | -0.5% | -5.5% | 28 | 23
CC(=O)Nc1ccc(S(=O)(=O)n2cnc3cc(C)c(C)cc32)cc1 | 1.1 | x | x | 1% | i | 0.8 | 4% | 5% | 0.4% | 0.6% | 8 | -12
Cc1onc(-c2ccccc2)c1C(=O)N1CCCN2C(=O)c3ccccc3C21 (stereo unspecified) | x | -2 | 683 | u | i | 0.4 | x | x | 0.7% | x | x | x
CC(=O)N1CC2(C)CN(C(C)=O)CC(C)(C1)C2 | 1.1 | 2 | 751 | 2% | i | 1.4 | 8% | 17% | 0.1% | 4.2% | 6 | 14
O=C(Nc1ccc(N2CCOCC2)c(Cl)c1)c1ccco1 | 1 | 5 | 762 | -2% | i | 0.7 | -4% | 2% | 0.2% | -2.8% | -17 | -23
c1ccc(-n2ncc3c(NCCCN4CCOCC4)ncnc32)cc1 | 1 | x | x | 7% | i | 1.2 | -5% | -2% | -0.1% | -1.6% | 10 | 15
O=C(COC(=O)Cc1ccc(F)cc1)Nc1cc(S(=O)(=O)N2CCOCC2)ccc1N1CCCC1 | 1 | -3 | 664 | -7% | i | 0.5 | 2% | 11% | 2.1% | 0.0% | 7 | 8
COc1ccc(C(=O)Nc2ccc3oc(Cc4ccc(Cl)cc4)nc3c2)cc1OC | 1.2 | x | x | 13% | i | 1.7 | 4% | 9% | 0.1% | 1.1% | 7 | -15
CCCCn1nnc(NC(=O)C(c2ccccc2)c2ccccc2)n1 | 1.1 | 2 | 714 | -3% | i | 0.6 | -1% | 1% | -1.3% | 0.1% | 1 | -7
COc1ccc(C2C(C#N)=C(N)OC3=C2C(=O)CC(C)(C)C3)c([N+](=O)[O-])c1OC (stereo unspecified) | 1.1 | x | x | 7% | i | 1.8 | 26% | 6% | 0.0% | -2.9% | -7 | -14
